From PubChem
RAD52 inh: inhibitors of human RAD52 DNA annealing | inhibition, % at 18.7 µM | recombinant RAD52 DNA annealing, FRET fluorescence | AID 651710 | 360,000 compounds, 0.46% hits | P43351;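 active means every replicate showing at least 50% inhibition; inconclusive means mean inhibition at least 50% but not in every replicate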
RAD54 inh: RAD54 (human) branch migration inhibition; inhibition, % at 10.4 µM; RAD54 Holliday junction branch migration, FAM/BHQ fluorescence; Q92698; 360,000 compounds, 0.14% hits;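 active means mean normalized replicate activity at least 40 and at least half of replicates scoring 40 or more; inconclusive means only one of the two criteria met; inactive means mean below 40 and under half of replicates reaching 40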;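 further: 0% = median of neutral control wells and 100% = median of positive control wells; inhibitors cause a drop in the FAM fluorescence signal; in these data hits start at about 50%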
esBAF inh: SWI/SNF esBAF complex inhibition | mouse ES cells, Bmi1-luciferase knock-in reporter, 24 h; 100% = twice the neutral-well signal | reporter increase, % at 12.5 µM | 350,000 compounds, 2% hits | AID 602393; in the data active means activation above about 40%; inconclusive means no clear call, values can overlap the other calls;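 further: 0% = median of the plate's neutral control wells and 100% = double that signal; a rise in the Bmi1 reporter signal indicates esBAF inhibition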
ERAP1 HTS inh: blocks human ERAP1 aminopeptidase activity; Q9NZ08; recombinant ERAP1, Leu-AMC fluorescence, 60 min; inhibition, % at 10.7 µM; 340,000 compounds, 0.15% hits; AID 652197;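 active means mean replicate inhibition of at least 30%, or all replicates individually reaching that 30% level; inactive means mean below 30% and not every replicate reaching it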;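 further: 0% = neutral control wells and 100% = L-leucinethiol positive control wells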
Target sequence (Q9NZ08 whole entry, looked up): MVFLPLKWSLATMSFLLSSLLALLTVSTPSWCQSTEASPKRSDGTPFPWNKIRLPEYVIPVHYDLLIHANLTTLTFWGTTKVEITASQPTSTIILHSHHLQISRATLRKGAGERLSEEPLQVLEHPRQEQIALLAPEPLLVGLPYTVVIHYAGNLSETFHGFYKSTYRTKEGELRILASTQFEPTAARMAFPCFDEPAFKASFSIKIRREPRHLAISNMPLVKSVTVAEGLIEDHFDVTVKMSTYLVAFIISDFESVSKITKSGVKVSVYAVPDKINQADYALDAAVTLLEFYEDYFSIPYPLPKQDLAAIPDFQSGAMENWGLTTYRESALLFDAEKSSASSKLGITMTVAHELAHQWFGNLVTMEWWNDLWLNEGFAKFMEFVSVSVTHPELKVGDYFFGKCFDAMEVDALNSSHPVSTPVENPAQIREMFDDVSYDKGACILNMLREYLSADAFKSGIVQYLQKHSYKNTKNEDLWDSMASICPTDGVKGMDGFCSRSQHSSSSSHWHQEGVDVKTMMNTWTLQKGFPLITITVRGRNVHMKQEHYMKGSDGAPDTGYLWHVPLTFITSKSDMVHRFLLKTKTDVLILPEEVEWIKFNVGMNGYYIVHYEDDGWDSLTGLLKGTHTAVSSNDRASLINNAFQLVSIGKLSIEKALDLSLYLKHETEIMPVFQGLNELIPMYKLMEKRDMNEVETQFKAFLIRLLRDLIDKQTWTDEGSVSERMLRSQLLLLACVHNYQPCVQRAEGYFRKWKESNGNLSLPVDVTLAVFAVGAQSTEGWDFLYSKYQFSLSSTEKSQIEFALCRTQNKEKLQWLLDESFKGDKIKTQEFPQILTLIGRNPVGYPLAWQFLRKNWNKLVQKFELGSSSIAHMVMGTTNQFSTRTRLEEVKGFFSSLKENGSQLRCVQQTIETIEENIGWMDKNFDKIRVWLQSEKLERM
F508del corr: CFTR F508del correction in bronchial cells; CFBE cells, YFP halide quenching; stimulated with forskolin plus potentiator P3; % fluorescence drop versus neutral controls; AID 720511; activity (quench increase), % at 7.58 µM; 350,000 compounds, 0.36% hits;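 active means mean added fluorescence quench of at least 8% versus neutral control, with both replicates also reaching 8%; inconclusive means only one of the mean or replicate conditions met; inactive means mean below 8% and not both replicates reaching 8%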;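 further: cells transiently co-express mutant CFTR-F508del with the halide-sensitive YFP; corrector assay measuring rescue of mutant channel to the surface after 24 h compound exposure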
ARNT-TACC3 inh: disruptors of human ARNT/TACC3 interaction. Q9Y6A5. AlphaScreen His-ARNT PAS-B/GST-TACC3 binding, luminescence; TACC3 fragment carries E629A point mutation. inhibition, % at 9.99 µM. 390,000 compounds, 0.66% hits. AID 623870;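 active means mean inhibition of replicates at least 50% and at least half of replicates each reaching 50%; inconclusive means half or more replicates reach 50% but mean below 50%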;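 further: 0% = complete ARNT plus TACC3 wells and 100% = ARNT alone without TACC3; many hits fall short of the cut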
Xi reactivation: reactivates the inactive X chromosome in mouse fibroblasts; AID 743238; 360,000 compounds, 0.055% hits; XiGFP mouse fibroblasts, % GFP-positive cells imaging, 3 d; cells co-treated with 5-aza-dC sensitizer; scaled so ellipticine positive control = 100%; activation, % at 7.58 µM;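 active means mean normalized replicate activation at least 10% and every replicate at or above 10%; inconclusive means only one of the two criteria met; inactive means mean below 10% and not all replicates reach 10%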;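 further: 0% = median of on-plate neutral control wells and 100% = ellipticine 6 µM median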
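Material: XiGFP fibroblasts, SV40-immortalized; Buffer or medium: DMEM containing 5-aza-dC; Compound dosing: single point; Times: 3 days compound exposure.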
GSIS activator: primary screen for activators of insulin secretion dependent on glucose, INS-1E cells, GLuc reporter luminescence; INS-1E GLuc reporter insulin secretion, 2-3 h; activation, % at 16.6 µM; 370,000 compounds, 0.61% hits; AID 743287;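 active means lowest replicate activation of at least 40%, so every replicate reaches that level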;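 further: 0% = median of neutral control wells and 100% = median of IBMX positive control wells; some compounds called inactive have numbers as strong as hits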
* hit, by the source's call; ? = inconclusive; . = not tested or not shown.

SMILES	RAD52 inh	RAD54 inh	esBAF inh	ERAP1 HTS inh	F508del corr	ARNT-TACC3 inh	Xi reactivation	GSIS activator
Cc1ccccc1OC1(C)CCN(Cc2ccc3ccccc3c2)C1 (stereo not given)	-3	-3	3	-3	-0.6	.	0.1	-18
O=C(C[C@@H]1CC[C@@H]2[C@H](COC[C@H](O)CN2Cc2cc(F)cc(F)c2)O1)NC1CCC1	12	2	1	0	0.1	0	0.1	-2
NC(=O)c1ncn([C@@H]2O[C@H](C(=O)N3CCN(Cc4ccccn4)CC3)[C@@H](O)[C@H]2O)n1	-14	.	.	1	-0.3	.	0.3	9
Cc1cc(C)cc(N(C(=O)CNC(=O)c2ccco2)C(C(=O)NC2CCCC2)c2ccncc2)c1 (stereo not given)	-20	4	-3	0	-0.2	.	0.0	1
CCOC(=O)C1CCCN(S(=O)(=O)CCNC(=O)c2ccccc2)C1 (stereo not given)	-11	.	0	0	-3.9	24	0.2	9
CNC[C@@H]1OCCCC[C@H](C)Oc2ccc(NS(C)(=O)=O)cc2C(=O)N([C@H](C)CO)C[C@@H]1C	-1	-4	-8	-4	-3.3	-6	0.1	2
Cc1noc(C)c1NC(=O)N(C)C[C@H]1Oc2c(NC(=O)C3CCCCC3)cccc2C(=O)N([C@@H](C)CO)C[C@@H]1C	-2	-6	-2	-1	1.2	-2	0.0	4
C[C@H](CO)N1C[C@H](C)[C@@H](CN(C)C(=O)c2ccccn2)Oc2ncc(-c3cccc(C#N)c3)cc2C1=O	-11	8	0	1	-2.0	-4	-0.7	11
CC(=O)Nc1cccc(OCCCNC(=O)C2CCC2)c1	-9	-5	3	5	0.0	-14	0.1	2
Cc1nn(C)cc1NC(=O)C[C@@H]1CC[C@H]2[C@H](COc3ccc(NC(=O)C4CCC4)cc3C(=O)N2C)O1	.	.	-2	.	-1.2	.	0.0	2
Clc1ccc(OCCN2CCCCC2)cc1Cl	.	-4	6	.	.	0	.	-2
COc1ccc(/C=C/C(=O)OCC(=O)NCc2ccco2)c(OC)c1	5	.	.	0	0.9	-28	0.0	4

The closing 2 entries of the section before come first, to join the parts:
SMILES	RAD52 inh	RAD54 inh	esBAF inh	ERAP1 HTS inh	F508del corr	ARNT-TACC3 inh	Xi reactivation	GSIS activator
Clc1ccc(OCCN2CCCCC2)cc1Cl	.	-4	6	.	.	0	.	-2
COc1ccc(/C=C/C(=O)OCC(=O)NCc2ccco2)c(OC)c1	5	.	.	0	0.9	-28	0.0	4
c1ccc(C(c2ccccc2)c2ccn[nH]2)cc1	-10	.	33	-2	1.1	-8	0.1	15
COc1cc(/C=C/C(=O)OC[C@H]2O[C@H](OC3(CO)OC(CO)C(O)C3O)[C@H](O)[C@@H](O)[C@@H]2O)ccc1O (stereo not given in full)	2	-2	-11	2	-0.3	-4	0.0	-4
CCCCN(Cc1cc2cc(OC)ccc2[nH]c1=O)S(=O)(=O)c1ccc(C)cc1	-4	-21	9	-3	4.3	3	0.3	-28
CCNC(=O)Nc1ccc2c(c1)C(=O)N(C)[C@@H]1CC[C@H](CC(=O)NCc3ccc(F)cc3)O[C@@H]1CO2	-13	5	1	3	1.4	-4	0.3	-4
O=C(CCC(F)(F)F)N1CCCC(CO)(CCc2ccccc2)C1 (stereo not given)	-9	-8	6	-1	-2.6	0	0.3	-6
O=C(CSc1nc(=O)n(CCCN2CCOCC2)c2c1CCCC2)Nc1ccc(Cl)cc1	0	-4	-6	7	-1.1	-1	0.4	-31
Nc1nnc(/C=C/c2ccccc2)s1	-10	.	.	6	.	.	0.1	15
C[C@H](CO)N1C[C@H](C)[C@H](CN(C)C(=O)Nc2ccccc2)Oc2ccc(NC(=O)c3ccncc3)cc2CC1=O	-10	-4	2	0	0.3	1	0.1	17
Cc1noc(C)c1S(=O)(=O)N(C)C[C@@H]1Oc2ccc(NC(=O)Cc3cn(C)c4ccccc34)cc2CC(=O)N([C@@H](C)CO)C[C@@H]1C	-10	4	1	4	2.7	7	-0.3	3
O=C(/C=C/[C@H]1O[C@@H](n2ccc(=O)[nH]c2=O)[C@H](O)[C@@H]1O)NCc1cccnc1	-10	-14	3	-2	4.5	.	0.0	.
COC(=O)C[C@@H]1CC[C@H]2[C@@H](COc3ccc(NS(=O)(=O)c4ccccc4Cl)cc3C(=O)N2C)O1	8	-4	5	-2	.	-4	-0.1	0
COc1ccc(CN(C)C[C@@H]2OCCCC[C@@H](C)Oc3ccc(NS(=O)(=O)c4c(C)noc4C)cc3C(=O)N([C@H](C)CO)C[C@@H]2C)cc1	.	-2	-2	.	-1.7	-7	-0.8	-2
Cc1ccccc1NC(=O)CC(C)S(=O)(=O)c1ccc2c(c1)NC(=O)CO2 (stereo not given)	-3	4	-2	-4	1.2	-6	0.2	7
COC(=O)C1=C(C)N(CC(C)C)C(=S)NC1c1cccc(Br)c1 (stereo not given)	-14	.	.	-2	-0.3	.	0.0	-30
CCOC(=O)c1c(NC(=O)CCCC(=O)O)sc2c1CCC2	-18	.	.	2	-0.8	-9	0.0	18
Cc1coc2c(C)c3oc(=O)c(CC(=O)N[C@@H](CC(C)C)C(=O)O)c(C)c3cc12	-16	-5	-6	-1	1.8	-7	0.4	-2
O=C(CSc1nccn1Cc1ccc(F)cc1)NC1CCCC1	-23	-7	1	5	-1.8	-6	0.1	13
O=C(c1ccc(Cl)cc1)C1CCN(C(=O)c2ccc(F)cc2)CC1	-8	-9	-19	1	-2.2	-5	0.0	-25
CCCc1ccc(OCc2ccccc2)c2c(=O)cc(C(=O)OCC)oc12	-9	-1	2	-4	-0.6	-4	0.0	.
COCC(=O)N(C)C[C@H]1Oc2ncc(-c3ccc(F)cc3)cc2C(=O)N([C@@H](C)CO)C[C@@H]1C	-1	-5	-1	0	-1.0	-1	0.0	8
CC(NS(=O)(=O)c1ccc2c(c1)c(=O)n(C)c(=O)n2C)C(=O)NC1CCCCC1 (stereo not given)	-12	3	6	0	-1.8	4	0.1	1
COCCn1c(COc2cccc(OC)c2)nnc1SCC(=O)NC1CCCCC1	-3	14	7	0	3.9	-4	0.0	-5
O=C(Nc1csnn1)OCc1ccccc1	-4	.	.	-2	-0.7	-9	0.1	-4
COc1ccccc1CCNC(=O)C(=O)NCC1OCCN1S(=O)(=O)c1ccc([N+](=O)[O-])cc1 (stereo not given)	-12	7	-6	0	-0.2	-1	-0.1	2
C[C@H](CO)N1C[C@H](C)[C@@H](CN(C)Cc2ccc(C(F)(F)F)cc2)Oc2c(NC(=O)Nc3ccc4c(c3)OCO4)cccc2C1=O	8	-1	33	-1	-2.3	12	0.0	-3
COc1ccc2c(c1OC)C(=O)OC2N1C(=O)CC[C@H]1C(=O)Nc1ccc2c(c1)OCO2 (stereo not given in full)	-6	6	1	.	3.9	-6	.	.
Cc1cc(C)c2[nH]c(=O)c(CN(CC3CCCO3)S(=O)(=O)c3ccc4c(c3)OCCO4)cc2c1 (stereo not given)	.	-3	-6	.	.	1	.	-17
CN(C)c1ccc(N=Nc2ccccc2C(=O)OCC(=O)N(C)c2ccccc2)cc1	.	.	15	.	.	6	-0.1	-23
O=C(c1ccc2ncsc2c1)N1CCN(c2ccccc2Cl)CC1	-8	-2	31	5	2.5	5	0.3	-3
O=C([C@@H]1[C@@H](CO)[C@@H]2Cn3c(ccc(-c4ccc(F)cc4)c3=O)[C@@H]2N1Cc1cocn1)N1CCCCC1	1	-11	3	0	-1.8	-4	0.0	-3
C[C@H]1CN([C@@H](C)CO)C(=O)c2cccc(NS(=O)(=O)c3ccc(F)cc3)c2O[C@H]1CN(C)CC1CC1	-1	5	5	0	2.3	-11	-1.1	3
Cc1[nH]c2ccccc2c1/C=N/NC(=S)NC(C)C	-172	.	.	1	-4.7	14	0.5	-4
Cc1ccccc1NC(=O)NC1(C(=O)N2CCOCC2)CCCCC1	-4	0	-3	0	0.8	2	0.0	3
COc1ccc(-c2cc(C(F)(F)F)n3nc(C(=O)N4CCN5CCCC5C4)cc3n2)cc1OC (stereo not given)	-8	11	-2	4	1.7	2	0.1	21
CC(=O)c1ccc(N2CCN(CC(=O)N(CC(C)C)c3c(N)n(CC(C)C)c(=O)[nH]c3=O)CC2)cc1	-28	.	.	3	-1.9	-20	0.0	4
O=C(/C=C(O)/C=C/c1ccc(O)cc1)/C=C/c1ccc(O)cc1	-486	-64	-2	-3	-6.3	-5	0.1	-28

One compound at a time (already shown). Screens in order: RAD52 inh | RAD54 inh | esBAF inh | ERAP1 HTS inh | F508del corr | ARNT-TACC3 inh | Xi reactivation | GSIS activator
`COc1ccc(-c2cc(C(F)(F)F)n3nc(C(=O)N4CCN5CCCC5C4)cc3n2)cc1OC` (stereo not given) is entered as -8 | 11 | -2 | 4 | 1.7 | 2 | 0.1 | 21
`Cc1coc2c(C)c3oc(=O)c(CC(=O)N[C@@H](CC(C)C)C(=O)O)c(C)c3cc12` is entered as -16 | -5 | -6 | -1 | 1.8 | -7 | 0.4 | -2

New compounds follow.
SMILES	RAD52 inh	RAD54 inh	esBAF inh	ERAP1 HTS inh	F508del corr	ARNT-TACC3 inh	Xi reactivation	GSIS activator
CN(C)C(CNC(=O)c1cc(S(=O)(=O)N2CCOCC2)ccc1Cl)c1cccs1 (stereo not given)	0	14	?	0	1.3	8	0.0	8
C#CCCCCCCCCC(=O)NCCCC	-4	.	1	-7	-1.5	2	0.2	-12
Cc1ccc(NC(=O)c2nc[nH]c2C(=O)NCCCNC(=O)c2[nH]cnc2C(=O)Nc2ccc(C)cc2)cc1	-10	7	-4	0	.	.	.	37
CN(C)CCCNC(=O)c1cccc(-c2ccc3nncn3c2)c1	-3	-2	-5	1	-0.8	.	0.4	-3
CCOC(=O)[C@H]1[C@H]2COc3ccc(OC)cc3[C@@H]2N2C(=O)c3cc(OC)ccc3NC(=O)[C@@]12C	-3	6	0	3	0.7	6	0.5	16
COc1cccc(NC(=O)c2nn(C)c3c2CS(=O)(=O)c2ccccc2-3)c1	-8	5	0	1	0.6	-2	0.0	4
C[C@@H]1CCCCO[C@@H](CN(C)Cc2ccc3c(c2)OCO3)[C@H](C)CN([C@@H](C)CO)C(=O)c2cc(NC(=O)c3ccccc3)ccc2O1	9	-1	3	0	-2.3	-9	-0.4	-17
CO[C@@H]1CN(C)C(=O)c2ccc(NC(=O)C3CC3)cc2OC[C@@H](C)N(CCc2ccccc2)C[C@H]1C	-3	6	-8	-3	1.7	1	-0.5	-21
CC(C)CC#Cc1cnc2c(c1)C(=O)N([C@H](C)CO)C[C@@H](C)[C@@H](CN(C)C(=O)Cc1ccncc1)O2	-5	-8	3	2	.	-1	-1.2	-4
N#C/C(=C\c1cccn1S(=O)(=O)c1ccccc1)S(=O)(=O)c1ccc(F)cc1	-60	4	6	-2	1.8	.	0.3	.
COc1cccc(-c2cnc3c(NC(C)=O)cc(-c4ccc(C(=O)NC5CC5)cc4)cn23)c1	-59	-3	1	-4	1.8	.	0.0	-3
COC(=O)CCN(Cc1ccccc1)S(=O)(=O)c1ccccc1Br	0	-6	-5	1	-0.5	-2	0.0	28
O=C(NCCCn1ccnc1)C1CC(c2cccc(Br)c2)=NO1 (stereo not given)	3	2	-15	-3	-1.6	-11	.	0
C[C@@H]1CN([C@@H](C)CO)C(=O)CCCn2nncc2CO[C@@H]1CN(C)Cc1cccc(C(F)(F)F)c1	.	.	-4	.	-4.1	.	0.2	2
Cc1ccc(Cl)cc1NC(=O)CN1CCN(C(=O)C2CCCO2)CC1 (stereo not given)	-8	-6	-1	1	2.8	-4	0.0	10
CSc1sc(C(=O)NN)c2c1C(O)CCC2 (stereo not given)	-40	6	-3	-1	-0.3	5	0.3	17
